Screening data deposited in PubChem BioAssay by several laboratories.
CSN deneddyl inh = inhibitors of human CSN-mediated cullin deneddylation; Q92905; Purified CSN, SCF-Nedd8-OG deneddylation, fluorescence polarization; inhibition, % at 12.5 µM; hit rate 0.38% among 360,000; AID 651999;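 active means pattern-corrected inhibition above about 35%, with an unprinted fluorescence ratio check between 0.5 and 1.5, limit read from the data, passing the limit was not always enough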;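 further: 0% = enzyme with substrate and 100% = substrate without enzyme; some results filed as inactive read as strong as hits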
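Test system: Human Csn5 produced in HEK293T cells | Compound: 12.5 µM single point | Times: 90 min, room temperature | Signal: Fluorescence polarization readout | Read-out basis: % inhibition of substrate cleavage by Csn5 | Controls: no-enzyme wells high, enzyme-with-substrate wells low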
eLon inh = inhibits E. coli Lon protease; P0A9M0; purified E. coli Lon protease, fluorescence polarization; inhibition, % at 7.94 µM; hit rate 0.42% among 360,000; AID 602123; in the data active means inhibition above about 13%, passing the limit was not always enough;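 further: 0% = enzyme with probe and DMSO and 100% = no enzyme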
FAS-TE inh = blocks the thioesterase domain of human fatty acid synthase. recombinant FAS-TE, OMFH fluorogenic substrate, fluorescence endpoint. inhibition, % at 15 µM. hit rate 0.67% among 360,000. AID 602261;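 active means compounds whose normalised, plate-corrected inhibition of enzyme fluorescence in the single-dose primary screen is 50% or more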;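 further: 0% = DMSO with enzyme and 100% = substrate without enzyme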
Rin1 Abl inh = blocks binding of human Rin1 to Abl; TR-FRET Rin1/Abl binding, biochemical; inhibition, % at 7.35 µM; hit rate 0.4% among 360,000; AID 588664; in the data active means inhibition above about 5%, passing the limit was not always enough
Target sequence (P00519 whole entry, looked up): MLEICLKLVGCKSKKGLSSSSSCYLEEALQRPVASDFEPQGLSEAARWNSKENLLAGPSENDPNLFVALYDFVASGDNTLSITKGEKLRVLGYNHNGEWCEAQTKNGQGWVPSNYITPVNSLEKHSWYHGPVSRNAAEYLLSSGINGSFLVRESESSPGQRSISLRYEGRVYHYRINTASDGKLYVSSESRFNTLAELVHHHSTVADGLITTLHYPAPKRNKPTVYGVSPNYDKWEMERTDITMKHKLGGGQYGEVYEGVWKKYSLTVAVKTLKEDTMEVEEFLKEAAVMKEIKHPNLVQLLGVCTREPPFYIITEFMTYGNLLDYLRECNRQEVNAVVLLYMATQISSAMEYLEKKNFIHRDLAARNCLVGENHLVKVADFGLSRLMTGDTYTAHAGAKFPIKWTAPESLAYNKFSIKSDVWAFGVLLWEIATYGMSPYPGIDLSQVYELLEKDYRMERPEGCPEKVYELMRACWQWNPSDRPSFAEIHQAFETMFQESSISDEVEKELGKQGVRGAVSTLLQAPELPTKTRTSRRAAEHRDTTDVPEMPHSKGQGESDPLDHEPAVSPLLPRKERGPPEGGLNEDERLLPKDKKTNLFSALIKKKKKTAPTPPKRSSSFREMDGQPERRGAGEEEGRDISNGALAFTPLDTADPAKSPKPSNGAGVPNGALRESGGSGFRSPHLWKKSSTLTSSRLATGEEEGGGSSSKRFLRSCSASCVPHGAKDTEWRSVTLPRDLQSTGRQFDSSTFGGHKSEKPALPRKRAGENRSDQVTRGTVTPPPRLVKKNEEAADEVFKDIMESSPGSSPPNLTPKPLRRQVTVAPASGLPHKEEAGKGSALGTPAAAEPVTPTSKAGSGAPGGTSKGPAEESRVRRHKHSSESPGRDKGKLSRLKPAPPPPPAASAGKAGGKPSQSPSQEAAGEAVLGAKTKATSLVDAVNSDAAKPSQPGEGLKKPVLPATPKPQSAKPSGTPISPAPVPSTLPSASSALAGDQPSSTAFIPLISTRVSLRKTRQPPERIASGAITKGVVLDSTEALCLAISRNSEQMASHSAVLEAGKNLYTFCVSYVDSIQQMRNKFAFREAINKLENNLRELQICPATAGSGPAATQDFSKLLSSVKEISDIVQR
Target sequence (Q13671 whole entry, looked up): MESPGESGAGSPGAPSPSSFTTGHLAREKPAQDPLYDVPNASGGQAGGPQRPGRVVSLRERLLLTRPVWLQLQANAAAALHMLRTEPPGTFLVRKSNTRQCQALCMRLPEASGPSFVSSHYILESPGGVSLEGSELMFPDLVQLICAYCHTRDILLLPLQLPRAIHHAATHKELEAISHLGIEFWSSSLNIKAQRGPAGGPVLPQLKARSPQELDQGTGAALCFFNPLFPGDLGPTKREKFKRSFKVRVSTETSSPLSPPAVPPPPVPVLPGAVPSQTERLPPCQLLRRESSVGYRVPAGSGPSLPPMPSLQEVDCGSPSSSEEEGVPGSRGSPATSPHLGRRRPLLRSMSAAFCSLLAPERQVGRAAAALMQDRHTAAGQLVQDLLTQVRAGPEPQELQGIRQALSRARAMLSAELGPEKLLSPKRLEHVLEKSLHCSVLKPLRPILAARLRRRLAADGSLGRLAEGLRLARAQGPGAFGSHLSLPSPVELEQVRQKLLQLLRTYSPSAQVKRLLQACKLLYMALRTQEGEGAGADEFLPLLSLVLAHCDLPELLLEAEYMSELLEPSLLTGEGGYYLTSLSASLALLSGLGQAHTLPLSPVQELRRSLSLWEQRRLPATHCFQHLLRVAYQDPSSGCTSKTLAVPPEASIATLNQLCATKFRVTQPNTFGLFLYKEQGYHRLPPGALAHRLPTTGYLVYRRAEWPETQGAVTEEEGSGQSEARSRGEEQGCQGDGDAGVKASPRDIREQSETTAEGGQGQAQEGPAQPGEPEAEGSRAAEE
bovine MsrA act = bovine methionine sulfoxide reductase A activation. purified bovine MsrA, absorbance read-out. activation, % at 10.6 µM. hit rate 0.3% among 360,000. AID 602163; in the data active means activation above about 7.5%;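 further: 0% = vehicle and 100% = reference activator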
Neddylation inh = cullin neddylation inhibition | P61081+Q13564 | TR-FRET cullin neddylation, biochemical | calls only at 25 µM | hit rate 0.58% among 360,000 | AID 651699; in the data active means inhibition above about 36%
MLLE-PAM2 inh = blocks PAM2 peptide binding to the PABP1 MLLE domain | P11940 | GST-MLLE / FITC-PAM2 fluorescence polarization | inhibition, % at 20 µM | hit rate 0.36% among 360,000; in the data active means inhibition above about 35%, passing the limit was not always enough;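 further: plate controls were DMSO wells with GST-MLLE for no effect and wells lacking GST-MLLE protein for full effect; some results filed as inactive read as strong as hits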
Tb MetRS inh = blocks T. brucei methionyl-tRNA synthetase activity | purified T. brucei MetRS, ATP depletion, Kinase-Glo luminescence | inhibition, % at 11.9 µM | hit rate 0.4% among 360,000 | AID 624268;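 active means inhibition above a per-plate cutoff of the control wells' mean inhibition plus 3 SD, cut at about 5.5% in these data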;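 further: 0% = DMSO wells median and 100% = median of wells with control inhibitor compound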
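Test system – parasite MetRS enzyme · Reagent – substrates ATP, L-methionine and bulk Escherichia coli tRNA · Doses – 11.9 µM compound single dose, 0.9% DMSO · Times – 15 min enzyme-compound preincubation, 2 h reaction, 10 min detection, 25 °C · Signal – Kinase-Glo luminescence, ATP depletion format · Controls – DMSO-only wells as low control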
MsrA inh = inhibits bovine methionine sulfoxide reductase A. purified bovine MsrA, absorbance read-out. inhibition, % at 15.5 µM. hit rate 0.75% among 360,000. AID 651718; in the data active means inhibition above about 4.5%;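 further: 0% = vehicle wells with enzyme and 100% = reference inhibitor wells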
Starred values were filed as active, the others as inactive; i = inactive; x = no result given; & = joins results of further samples.

Codes: A = CSN deneddyl inh; B = eLon inh; C = FAS-TE inh; D = Rin1 Abl inh; E = bovine MsrA act; F = Neddylation inh; G = MLLE-PAM2 inh; H = Tb MetRS inh; I = MsrA inh
Cc1nc(SCC(=O)N2CCc3ccccc3C2)c2c(C)c(C)sc2n1
  A: 2 | B: -3 | C: 16 | D: 1 | E: -1 | F: i | G: -16 | H: -0.4 | I: 1.7

CC1=CC(C)(C)N(C(=O)CSc2nccn2C)c2cc(C)ccc21
  A: 0 | B: 0 | C: 0 | D: 1 | E: 0 | F: i | G: -7 | H: 0.0 | I: 0.9

CC1(C(=O)NS(=O)(=O)c2cccs2)CCN1C(=O)Cc1ccc(Cl)cc1Cl (centres undefined)
  A: -3 | B: -4 | C: -10 | D: 0 | E: -4 | F: i | G: 5 | H: 0.0 | I: -1.3

Cc1c(C(=O)Nc2ccc(S(=O)(=O)N(C)C3CCN(C)CC3)cc2)oc2c(Cl)cccc12
  A: 1 | B: -7 | C: -1 | D: -4 | E: 1 | F: i | G: -82 | H: -0.1 | I: -1.1

COc1ccc(S(=O)(=O)c2c(O)c3ccc(C(=O)Nc4ccccc4F)cc3[nH]c2=O)cc1
  A: 0 | B: 1 | C: -4 | D: -3 | E: -9 | F: i | G: 6 | H: -1.0 | I: 1.5

CC(=O)Nc1ccc(/C=C/c2ccc3c([N+](=O)[O-])cccc3n2)cc1
  A: -1 | B: 2 | C: -1 | D: 3 | E: -3 | F: i | G: 6 | H: -0.6 | I: 0.5

O=c1c2ccccc2nnn1-c1ccccc1[N+](=O)[O-]
  A: 1 | B: -6 | C: -4 | D: -4 | E: -2 | F: i | G: 4 | H: -0.1 | I: 0.4

COc1ccc(OC)c(/C=N/NC(=O)c2ccc(N(C)S(=O)(=O)c3ccccc3)cc2)c1
  A: 0 | B: -4 | C: 42 | D: 0 | E: -10 | F: x | G: 2 | H: 1.7 | I: 3.1

CSc1ncc(Cl)c(C(=O)Nc2ccccc2Cl)n1
  A: 5 | B: 1 | C: -8 | D: 0 | E: -3 | F: i | G: 2 | H: -0.1 | I: -0.1

CN(C)S(=O)(=O)c1ccc(Nc2nc(C3CC3)nc3c2nnn3Cc2ccccc2Cl)cc1
  A: 0 | B: 9 | C: 36 | D: 0 | E: -5 | F: x | G: 6 | H: -0.7 | I: 0.0

COCCN(CC(=O)Nc1cccc(C)c1C)C(=O)c1cc(-c2cccs2)nn1-c1ccccc1
  A: -6 | B: -6 | C: 22 | D: 2 | E: -3 | F: i | G: -27 | H: 0.2 | I: -0.6

Cc1cc(N2CCN(C(=O)c3ccco3)CC2)n2nc(C)c(-c3ccccc3)c2n1
  A: -6 | B: -4 | C: 4 | D: -3 | E: 5 | F: x | G: 12 | H: -0.9 | I: 1.6

COc1ccc(C(=O)C[n+]2ccc(N)c(C)c2C)cc1
  A: -1 | B: 3 | C: -6 | D: -1 | E: -2 | F: i | G: -11 | H: -0.1 | I: 0.6

COc1ccc(C(=O)N2CCN(c3cccc(C)c3C)CC2)cc1S(=O)(=O)NC1CC1
  A: 3 | B: -4 | C: 2 | D: 0 | E: 0 | F: i | G: 2 | H: -0.1 | I: -1.1

CS(=O)(=O)N1CCN(C(=O)c2cc3ccccc3oc2=O)CC1
  A: 2 | B: -7 | C: -8 | D: -1 | E: -3 | F: i | G: -2 | H: -0.3 | I: x

Reprinted from the part before: 3 compounds, then new ones.
Codes: A = CSN deneddyl inh; B = eLon inh; C = FAS-TE inh; D = Rin1 Abl inh; E = bovine MsrA act; F = Neddylation inh; G = MLLE-PAM2 inh; H = Tb MetRS inh; I = MsrA inh
COc1ccc(C(=O)C[n+]2ccc(N)c(C)c2C)cc1
  A: -1 | B: 3 | C: -6 | D: -1 | E: -2 | F: i | G: -11 | H: -0.1 | I: 0.6

COc1ccc(C(=O)N2CCN(c3cccc(C)c3C)CC2)cc1S(=O)(=O)NC1CC1
  A: 3 | B: -4 | C: 2 | D: 0 | E: 0 | F: i | G: 2 | H: -0.1 | I: -1.1

CS(=O)(=O)N1CCN(C(=O)c2cc3ccccc3oc2=O)CC1
  A: 2 | B: -7 | C: -8 | D: -1 | E: -3 | F: i | G: -2 | H: -0.3 | I: x

CC1=C(C(=O)OCc2ccc(C)cc2)C(c2ccc(O)c([N+](=O)[O-])c2)NC(=O)N1 (centres undefined)
  A: -5 | B: -10 | C: 2 | D: -2 | E: -3 | F: i | G: 12 | H: -0.4 | I: -0.2

COC(=O)N[C@@H]1C[C@H]2[C@@H]3CC[C@H]4C[C@@H](OC)CC[C@]4(C)[C@H]3CC[C@]12C
  A: -2 | B: -14 | C: 26 | D: 1 | E: 3 | F: i | G: -3 | H: -0.4 | I: 0.3

CC(C)c1ccc(S(=O)(=O)Nc2ccc3c(c2)OCO3)cc1
  A: 2 | B: 2 | C: 17 | D: 0 | E: -10 | F: i | G: -4 | H: -0.7 | I: 1.2

Nn1c(SCC(=O)Nc2ccc(OC(F)F)cc2)nnc(Cc2ccccc2)c1=O
  A: 0 | B: 4 | C: -1 | D: 2 | E: -3 | F: i | G: 0 | H: -0.2 | I: -0.1

Cc1ccc(S(=O)(=O)N2CCOCC2)cc1NC(=O)CN1C(=O)CN(C)C1=O
  A: -7 | B: -8 | C: -3 | D: 2 | E: -6 | F: i | G: -13 | H: -0.2 | I: 0.1

CN1CCN(c2ccc(C(CC(N)=O)NC(=O)Cc3ccc(Br)cc3)cc2[N+](=O)[O-])CC1 (centres undefined)
  A: -8 | B: -7 | C: -10 | D: -1 | E: 2 | F: i | G: 3 | H: -0.1 | I: 1.3

COc1ccccc1C(=O)NC1CCSc2ccccc21 (centres undefined)
  A: 1 | B: 1 | C: 6 | D: 0 | E: -2 | F: i | G: -4 | H: -0.4 | I: 1.4

O=C(CSc1nnc(CNC(=O)c2ccc(F)cc2)o1)c1ccccc1
  A: 0 | B: 1 | C: -4 | D: 1 | E: -3 | F: i | G: -30 | H: -0.3 | I: -0.6

CCOC(=O)C1(CCOc2ccccc2)CCN(Cc2cccc(OC)c2)CC1
  A: -3 | B: 7 | C: 15 | D: -3 | E: 0 | F: i | G: 6 | H: -0.4 | I: -1.7

COCCCNC(=S)NNC(=O)c1ccc(C(C)(C)C)cc1
  A: 0 | B: 12 | C: -2 | D: -1 | E: -7 | F: i | G: -63 | H: -1.0 | I: -0.3

CC(=O)Nc1cccc(-c2cn3ccc(C)cc3n2)c1
  A: 4 | B: 0 | C: -4 | D: 1 | E: -2 | F: x | G: 2 | H: -0.8 | I: -0.4

NS(=O)(=O)c1ccc(NC(=O)CSc2nnc(-c3ccc(O)cc3)o2)cc1
  A: -1 | B: -6 | C: -2 | D: 0 | E: 0 | F: i | G: -1 | H: 1.2 | I: 0.0

Cc1ccc(N(C)/N=C/c2ccc(Cl)cc2Cl)nn1
  A: 1 | B: -2 | C: 6 | D: -1 | E: 1 | F: i | G: 0 | H: -0.2 | I: 0.6

Cc1cc(C)c(C)c(S(=O)(=O)N2CCN(C(=O)C3CSC4(C)CCC(=O)N34)CC2)c1C (centres undefined)
  A: -1 | B: -2 | C: 4 | D: 8 | E: -4 | F: i | G: 11 | H: -0.5 | I: x

CCCCCCSc1cccc(-c2nc3cc(C)ccn3c2NCc2ccccc2)c1
  A: 4&3 | B: -12&2 | C: 10&19 | D: 3 | E: -12&-10 | F: x | G: -12 | H: -0.7&-0.3 | I: 1.8

Next section.
Codes: A = CSN deneddyl inh; B = eLon inh; C = FAS-TE inh; D = Rin1 Abl inh; E = bovine MsrA act; F = Neddylation inh; G = MLLE-PAM2 inh; H = Tb MetRS inh; I = MsrA inh
C/C=C(/C)C(=O)Nc1cccc(C2=NOC3(C2)C[C@H](C(N)=O)N(C(=O)Cc2ccc([N+](=O)[O-])cc2)C3)c1 (some centres undefined)
  A: 1 | B: -4 | C: 13 | D: -1 | E: -2 | F: i | G: 11 | H: -0.1 | I: 0.6

CC(=O)C1=C(O)C(=O)N(c2ccc(S(N)(=O)=O)cc2)C1c1ccc([N+](=O)[O-])cc1 (centres undefined)
  A: 0 | B: -6 | C: -4 | D: 0 | E: -4 | F: i | G: 1 | H: 0.2 | I: 2.7

O=C(/C=C/c1c(F)cccc1Cl)Nc1ccc(S(=O)(=O)Nc2ncccn2)cc1
  A: 3 | B: -5 | C: -1 | D: 0 | E: -7 | F: i | G: 9 | H: -0.8 | I: 0.8

Cc1cccc2cc(CN(CCN(C)C)C(=S)NCc3ccco3)c(=O)[nH]c12
  A: -6 | B: 1 | C: -8 | D: -4 | E: -6 | F: i | G: -6 | H: 0.0 | I: 1.5

O=S(=O)(NCc1cccnc1)c1cccc2cccnc12
  A: 0 | B: -4 | C: -8 | D: -3 | E: -2 | F: i | G: 5 | H: -0.5 | I: -1.1

Cc1ccc(F)cc1NCC(=O)Nc1ccc(Br)cc1
  A: -6 | B: -6 | C: 8 | D: 2 | E: 0 | F: i | G: -26 | H: 1.9 | I: 0.4

O=C(Cc1ncc(C(F)(F)F)cc1Cl)N1CCN(c2cccc(Cl)c2)CC1
  A: -6 | B: 4 | C: 11 | D: 2 | E: -1 | F: i | G: -2 | H: 0.0 | I: 0.3

CCOc1ccc(C(C)=O)cc1COc1ccc(-c2nnco2)cc1
  A: 6 | B: 0 | C: -3 | D: 3 | E: -8 | F: i | G: -20 | H: -0.2 | I: -0.9

Cc1ccc(-c2ccccc2)n1-c1cccc(C(=O)O)c1
  A: 0 | B: 1 | C: -5 | D: -1 | E: -4 | F: i | G: 10 | H: -0.4 | I: 0.8

CCOC(=O)CCN(c1ccccc1)S(=O)(=O)c1ccc(-c2ccc(=O)[nH]n2)s1
  A: 3 | B: 13 | C: -3 | D: -2 | E: -12 | F: i | G: -1 | H: 0.2 | I: 0.8

Cc1cc(C)n(-c2n[nH]c(=O)c3ccccc23)n1
  A: 1 | B: 0 | C: -5 | D: -2 | E: -4 | F: i | G: 8 | H: -0.3 | I: -2.0

N#Cc1ccc(Oc2ccc(S(=O)(=O)N3CCOCC3)cn2)cc1
  A: 7 | B: -6 | C: -1 | D: 1 | E: -1 | F: i | G: -4 | H: -0.2 | I: -0.9

O=C(CNC(=O)c1ccco1)OCc1ccccc1Cl
  A: -2 | B: -3 | C: -5 | D: 3 | E: -4 | F: i | G: -5 | H: -0.3 | I: 1.9

Cc1ccc(CCNC(=O)CN(C)S(=O)(=O)c2ccc3c(c2)c(=O)n(C)c(=O)n3C)cc1
  A: 1 | B: -6 | C: 7 | D: 4 | E: 1 | F: i | G: -6 | H: -0.4 | I: 0.3

COc1ccc(OCCCC(=O)Nc2cc(S(=O)(=O)N3CCCCC3)ccc2C)cc1
  A: 3 | B: 8 | C: 16 | D: 1 | E: -10 | F: i | G: -5 | H: -0.4 | I: -0.4

Other results follow.
Codes: A = CSN deneddyl inh; B = eLon inh; C = FAS-TE inh; D = Rin1 Abl inh; E = bovine MsrA act; F = Neddylation inh; G = MLLE-PAM2 inh; H = Tb MetRS inh; I = MsrA inh
O=C(N/N=C/c1coc2ccccc2c1=O)c1cc(O)cc(O)c1
  A: -9 | B: -10 | C: 2 | D: 4 | E: -4 | F: i | G: 13 | H: 1.4 | I: 2.8

C=CCc1cccc(/C=N/NC(=O)C(=O)Nc2ccc(C)cc2)c1O
  A: -13 | B: -3 | C: -3 | D: 0 | E: -2 | F: i | G: -8 | H: -0.6 | I: 1.1

CN(Cc1nccn1C)C(=O)CCc1nnc(CCC2CCCCC2)o1
  A: 4 | B: 2 | C: -7 | D: 1 | E: -8 | F: i | G: -4 | H: -0.6 | I: 0.3

COc1ccc(CCNCC(O)Cn2ccc3ccccc32)cc1OC (centres undefined)
  A: 2 | B: 2 | C: -4 | D: -4 | E: -6 | F: i | G: 8 | H: -0.5 | I: 1.4
